HRas wt GTP bind: modulators of GTP binding to HRas wildtype, primary screen, biochemical, bead-based flow cytometry, multiplex; GST-Ras wt beads, Bodipy-FL-GTP binding; actives lie on both sides; actives 0.14% (n = 190,000); GTP binding activity, % at 10 µM;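 active = GTP binding activity at least 20% away from the 100% baseline, either lowered as inhibitor or raised as activator; inconclusive = flagged as likely green fluorescent, judged across all proteins in the well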;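 note: 0% = unlabeled GTP competition control and 100% = no-compound control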
Rab2A wt mod: modulators of GTP binding to Rab2A wildtype, primary screen, biochemical, dog, bead-based flow cytometry, multiplex; Ras-related protein Rab-2A (Canis lupus familiaris), P61105; GST-Rab2 wt beads, Bodipy-GTP binding; GTP binding activity, % at 10 µM; actives 0.19% (n = 190,000); AID 760, 2007;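 active = GTP binding activity at least 20 points away from 100%, either lowered or raised; inconclusive = signal likely due to the compound's own green fluorescence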;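 note: 0% = beads with excess unlabeled GTP and 100% = no-compound control corrected for plate trend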
Bim-Bcl-W: inhibitors of Bim binding to Bcl-W, primary screen, biochemical, multiplexed, bead-based flow cytometry; actives 0.02% (n = 190,000); Bcl-2-like protein 2 (Homo sapiens), Q92843; inhibition, % at 10 µM; Bim peptide-Bcl-W binding;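 note: 0% = bound tracer without compound and 100% = peptide blocker; higher means less fluorescent Bim peptide bound to Bcl-W beads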
Target sequence (Q92843 whole entry, looked up): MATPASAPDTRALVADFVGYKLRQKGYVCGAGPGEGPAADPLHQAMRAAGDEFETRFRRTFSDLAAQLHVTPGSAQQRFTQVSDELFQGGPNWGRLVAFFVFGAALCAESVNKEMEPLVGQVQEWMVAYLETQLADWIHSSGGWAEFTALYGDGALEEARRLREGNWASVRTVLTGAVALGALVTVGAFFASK
Bim-Bcl-B: inhibitors of Bim-Bcl-B binding, primary screen, biochemical, multiplexed, human Bcl-2 family. Bcl-2-like protein 10 (Homo sapiens), Q9HD36. bead-based flow cytometry, Bim peptide-Bcl-B binding. inhibition, % at 10 µM. actives 0.073% (n = 190,000);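 note: 0% = tracer peptide without compound and 100% = reference inhibitor peptide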
Target sequence (Q9HD36 whole entry, looked up): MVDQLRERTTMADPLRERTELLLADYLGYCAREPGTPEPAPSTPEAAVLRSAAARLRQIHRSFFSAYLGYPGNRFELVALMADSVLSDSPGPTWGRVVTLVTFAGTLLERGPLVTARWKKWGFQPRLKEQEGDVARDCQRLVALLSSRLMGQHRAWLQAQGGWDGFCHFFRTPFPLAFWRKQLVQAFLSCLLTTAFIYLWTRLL
Bim-Bfl-1: inhibitors of Bim binding to Bfl-1, primary screen, biochemical, multiplexed, bead-based flow cytometry; Bcl-2-related protein A1 (Homo sapiens), Q16548; Bim-Bfl-1 binding inhibition; inhibition, % at 10 µM; actives 0.12% (n = 190,000);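 note: 0% = wells without compound plus tracer and 100% = blocker peptide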
Rac1 mut GTP: GTP binding modulators of activated mutant Rac1, primary screen, biochemical, bead-based flow cytometry, multiplex, fluorescent GTP | actives 0.11% (n = 190,000) | Ras-related C3 botulinum toxin substrate 1 (Homo sapiens), P63000 | percent activity (GTP binding), % at 10 µM | GST-Rac1 activated beads; actives lie on both sides; 100% means binding = to untreated wells;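 active = GTP binding at least 20 percentage points away from the 100% baseline, in either direction, so actives lie on both sides; inconclusive = Compound likely fluorescent itself, or too few beads counted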
Bcl-2 Bim block: inhibitors of Bim-Bcl-2 binding, primary screen, biochemical, multiplexed, human Bcl-2 family; actives 0.06% (n = 190,000); Bead-based flow cytometry, Bim peptide-Bcl-2 binding; Apoptosis regulator Bcl-2 (Homo sapiens), P10415; inhibition, % at 10 µM; in the data active = inhibition above about 40%; inconclusive = no clear call, values can overlap the other calls;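 note: 0% = no compound wells with probe peptide and 100% = reference peptide inhibitor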
Target sequence (P10415 whole entry, looked up): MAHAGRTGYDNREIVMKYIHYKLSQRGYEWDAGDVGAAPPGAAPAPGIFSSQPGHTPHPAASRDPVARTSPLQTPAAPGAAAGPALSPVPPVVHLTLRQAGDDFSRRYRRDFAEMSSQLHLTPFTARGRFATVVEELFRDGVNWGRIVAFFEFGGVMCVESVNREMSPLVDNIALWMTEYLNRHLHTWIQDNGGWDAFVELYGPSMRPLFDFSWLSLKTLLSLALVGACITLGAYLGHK
Rab7 wt modul: modulators of GTP binding to Rab7, primary screen, biochemical, wildtype, multiplex bead flow cytometry. Rab7 GTPase wild type (dog), Bodipy-FL-GTP binding. GST-Rab7 beads, fluorescent GTP binding; actives lie on both sides; untreated = 100%, excess cold GTP = 0%. GTP binding activity (percent of control), % at 10 µM. actives 0.055% (n = 190,000). AID 758, 2007;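 active = fluorescent GTP binding to Rab7 beads changed by at least 20 points from the 100% baseline, either direction, mostly lower; inconclusive = compound itself probably fluorescent, or too few beads counted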;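 note: median green fluorescence of bound Bodipy-FL-GTP per Rab7 bead population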
Bim-Bcl-XL: inhibitors of Bim-Bcl-XL binding, primary screen, biochemical, multiplexed, bead flow cytometry, human Bcl-XL; Bcl-2-like protein 1 (Homo sapiens), Q07817; Bim peptide-Bcl-XL binding, fluorescence; inhibition, % at 10 µM; actives 0.04% (n = 190,000); AID 1007, 2008
Target sequence (Q07817 whole entry, looked up): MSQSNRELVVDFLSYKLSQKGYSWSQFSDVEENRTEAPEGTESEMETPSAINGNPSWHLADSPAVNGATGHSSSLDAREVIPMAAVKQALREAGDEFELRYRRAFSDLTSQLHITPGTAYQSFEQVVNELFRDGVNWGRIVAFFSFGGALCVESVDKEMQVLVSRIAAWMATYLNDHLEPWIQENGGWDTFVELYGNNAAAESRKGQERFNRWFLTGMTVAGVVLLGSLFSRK
Cdc42 wt GTP: modulators of GTP binding to wildtype Cdc42, primary screen, biochemical, multiplex bead flow cytometry, Bodipy-GTP. percent activity (GTP binding), % at 10 µM. Cell division control protein 42 homolog (Homo sapiens), P60953. AID 761, 2007. actives 0.2% (n = 190,000). GST-Cdc42 beads; actives lie on both sides;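 active = percent activity GTP binding at least 20 points away from the 100% baseline, either down as inhibitor or up as activator; inconclusive = compound flagged as likely green fluorescent from well-wide comparison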;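 note: median bead fluorescence of bound Bodipy-FL-GTP at 100 nM; 0% = excess unlabeled GTP control and 100% = no compound control; below 100% means less GTP binding so inhibitor and above means activator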
Rac1 wt modul: wildtype Rac1 GTP binding modulators, primary screen, biochemical, GST-Rac1 beads, flow cytometry, multiplex | Ras-related C3 botulinum toxin substrate 1 (Homo sapiens), P63000 | fluorescent GTP binding; actives lie on both sides; 0 = cold GTP competed, 100 = untreated | GTP binding activity (% of control), % at 10 µM | actives 0.27% (n = 190,000) | AID 757, 2007;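 active = GTP binding activity at least 20 points away from the 100% control level, either lower or higher; inconclusive = compound flagged as likely green fluorescent, judged across all proteins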
Numbers without * were called inactive; ? = inconclusive. Cut-off read from the data, not from the text of the source, unless noted: active = inhibition above about 40%.

SMILES	HRas wt GTP bind	Rab2A wt mod	Bim-Bcl-W	Bim-Bcl-B	Bim-Bfl-1	Rac1 mut GTP	Bcl-2 Bim block	Rab7 wt modul	Bim-Bcl-XL	Cdc42 wt GTP	Rac1 wt modul
O=C(Nc1nccs1)c1ccc(S(=O)(=O)NCc2cccs2)cc1	103	103	2	3	0	98	0	106	0	103	100
Cc1cccc(Nc2nc3c(c(=O)n(C)c(=O)n3C)n2CC(O)CO)c1 (stereo not given)	103	103	0	1	-2	103	-2	97	0	105	104
CCOc1ccc(-n2cc(-c3ccc(OC)c(OC)c3)[nH]c2=S)cc1	96	96	2	-43	33	94	5	103	-2	96	95
COC(=O)C1CCN(c2ccc([N+](=O)[O-])cc2)CC1	93	94	0	0	-10	89	-2	95	0	94	94
COc1ccc2c(c1)CC/C(=C/c1ccncc1)C2=O	?	?	-4	-8	0	?	0	?	-7	?	?
Cc1cc2ccccn2c1C(=O)c1nc(NCc2ccco2)ncc1Cl	97	97	-1	-5	-5	96	-3	105	-2	96	98
CCOc1c(Cl)cc(C(=O)Nc2ccccc2-c2ccccc2)cc1Cl	98	97	-2	-2	-3	97	-5	97	-7	103	100
COC(=O)c1ccc(-c2ncc(-c3cccc4ccccc34)o2)cc1	93	92	0	-5	1	95	2	100	-1	93	96
Cc1nn(C)cc1CNC(=O)CCC(=O)O	98	98	0	-9	-14	97	-11	97	-9	98	97
CS(=O)c1ccccc1COC(=O)Nc1ccccc1 (stereo not given)	98	99	-3	-3	0	97	-4	99	-1	101	98
C/C(=N\Nc1ccc([N+](=O)[O-])cc1[N+](=O)[O-])c1ccc(-n2nncc2C(C)(C)C)cc1	99	99	-7	-10	-11	98	-9	101	-8	97	104
c1ccc2c(Oc3ccc4c(c3)OCO4)nncc2c1	99	98	0	-1	-1	98	-1	94	-9	102	99
CCOC(=O)N1CCN(C(=O)C(C)SCc2ccccc2)CC1 (stereo not given)	102	101	0	-2	0	100	-4	101	2	102	102
N#Cc1ccc(C(=O)Nc2cccc3ncccc23)c(F)c1	101	100	-3	0	0	101	0	101	-4	102	104
CCCc1cc(=O)n2[nH]c(NCc3c(F)cccc3Cl)nc2n1	96	95	-1	-3	-8	95	-6	100	-6	94	97
Cn1nc(CC(=O)NCc2cccc3ccccc23)c2ccccc2c1=O	99	102	-1	0	5	98	6	98	3	97	106
O=C(CC1(O)C(=O)N(Cc2ccccc2)c2ccccc21)c1ccc2c(c1)OCO2 (stereo not given)	95	97	3	-2	-1	94	0	91	-7	97	98
CCOC(=O)c1ccc(NS(=O)(=O)c2ccc3c(c2)CCCN3C(C)=O)cc1	106	103	3	-3	-8	102	-5	106	-3	104	113
CCCCn1nnnc1SCC(=O)Nc1ccc(F)cc1	102	98	0	-3	-5	100	-3	96	-4	100	108
CC(C)C[C@H](NC(=O)c1nc[nH]c1C(=O)NC1CCN(C(=O)OC(C)(C)C)CC1)C(=O)OC(C)(C)C	95	94	-1	6	4	93	5	96	0	95	97
CCOC(=O)C(Cc1ccccc1)NC(=O)Cn1nnc(-c2ccc(SC)cc2)n1 (stereo not given)	102	101	-1	-3	2	99	2	95	0	103	101
COC(=O)C1CCC(C)(C(=O)Nc2ccccc2)C1(C)C (stereo not given)	102	101	0	0	-1	96	0	99	0	102	99
CCN(CC)c1ccc(NC2=C(Cl)C(=O)c3ccccc3C2=O)cc1	93	93	21	-39	70*	89	16	90	-6	90	94
Oc1ccc(-c2nc3c4c(ncn3n2)-c2ccccc2CC42CCCC2)cc1	100	97	-1	-7	1	99	-1	101	-2	95	104
CCCCOC(=O)C1=C(C)NC2(O)c3ccccc3C(=O)C12O (stereo not given)	102	102	6	-1	-2	101	0	99	-2	102	106
CC(C)CC(=O)NC(=S)N1CCCCCC1	99	98	-3	-10	-2	98	3	98	-5	101	104
COc1cccc(OC)c1C(=O)n1nc(C)cc1C	99	100	-2	0	-2	97	-4	102	-4	101	103
CN(C)S(=O)(=O)c1ccc(C(=O)NCc2ccc3[nH]c4c(c3c2)CCCC4)cc1	100	100	10	-1	20	97	8	96	5	101	103
CCOc1ccc(NC(=S)N(Cc2ccc(N(C)C)cc2)Cc2ccco2)cc1	99	99	-2	0	-4	93	2	102	0	96	98
COc1ccc(NC(=O)Nc2nnc(-c3ccncc3)s2)cc1	102	97	-1	-7	-14	96	-4	105	-4	96	99
Cc1cc(C)n(CCc2nc(-c3ccc(-c4ccccc4)cc3)cs2)n1	99	94	-2	-4	0	98	-1	98	-3	95	98
CC(=O)Nc1ccn(-c2ccccc2)n1	100	101	0	-9	-12	100	-17	99	-7	102	101
O=C1CC(=C(c2ccccc2)c2ccccc2)C(=O)N1CCCCN1CCN(c2cccc(Cl)c2)CC1	99	99	-4	-10	-14	102	-10	99	-12	101	104
C/C(=N\NC(=O)C1CC1)c1ccc(Cl)cc1	98	96	-3	-8	-4	97	-5	99	-5	99	99
Fc1ccc(NCc2cccnc2)cc1	101	100	0	0	0	100	1	97	-3	104	101
CCN(CC)CCn1c(=S)[nH]c2ccccc2c1=O	107	102	0	-4	0	105	1	100	0	111	115
O=c1cc(N2CCN(c3ccccc3)CC2)[nH]c(=O)n1-c1ccccc1Cl	99	98	-2	3	-1	97	0	100	0	95	97
COc1ccccc1N1CCN(C(=O)c2ccoc2C)CC1	101	101	-6	-10	-14	97	-9	103	-6	101	102
COc1ccccc1NC(=S)NCC1CCCCC1	99	98	-4	-4	-3	97	-2	102	-7	103	104
O=C(NC1CCCCCC1)c1cc(-c2ccccn2)nc2ccccc12	99	101	1	-1	-5	100	-2	108	0	99	101
C1=C(c2cccc3ccccc23)N2CCN=C2S1	100	100	-2	-14	-14	99	-7	99	-7	104	106
Cc1cccc(C(=O)NC(=S)N2CCN(C(=S)NC(=O)c3cccc(C)c3)CC2)c1	96	98	-2	-20	4	95	0	97	-6	98	98
O=C(NNC1CC(=O)N(c2ccc(Br)cc2)C1=O)c1ccco1 (stereo not given)	100	99	0	0	-5	98	-3	97	-1	101	105
ClCc1nnc(-c2ccccc2)o1	98	99	1	-3	1	99	1	100	-2	99	104
CCOc1ccc(NC(=S)NCCCN2CCN(c3ccc(OC)cc3)CC2)cc1	98	98	-3	-2	2	99	0	97	-2	99	102
COc1ccccc1N1CCN(C(=O)CSc2nnc3n2C(C)(C)Cc2ccccc2-3)CC1	99	101	0	-12	0	95	-1	100	-2	100	99
CCOC(=O)c1cc(C(C)C)sc1NC(=O)COC(=O)CCS(=O)(=O)c1ccccc1	96	94	-5	-6	-1	93	-5	101	-6	93	101
CCN(CC)c1ccc(CN(C(=O)c2cc(OC)c(OC)c(OC)c2)C2CCS(=O)(=O)C2)cc1 (stereo not given)	98	104	-3	-4	-3	98	0	100	-5	102	98
CCN(CC)C(=O)CN(c1ccc2c(c1)OCO2)S(C)(=O)=O	103	104	0	-9	-13	102	-9	102	-13	105	106
Cc1c(C(=O)OCC(=O)Nc2ccc3c(c2)OCO3)cccc1[N+](=O)[O-]	97	96	-2	-3	-1	94	0	95	-1	98	98
COC(=O)C1=C(C(C)=O)C(c2ccc(C(=O)OC)cc2)n2nnnc2N1 (stereo not given)	96	94	0	-5	-10	93	-7	95	-4	96	95
Cc1ccc(S(=O)(=O)N2CCC(C(=O)O)CC2)cc1	96	95	-7	-10	-19	94	-15	101	-10	93	96
CCOc1ccc(OCC)c(NS(=O)(=O)c2ccc3c(c2)n(C)c(=O)c(=O)n3C)c1	103	102	5	-4	-8	99	-4	101	-17	104	108
Cc1ccc2c(c1)N(CC(=O)NC1CCCc3ccccc31)C(=O)CO2 (stereo not given)	101	102	-3	-3	-1	98	-6	102	-1	103	102
COc1ccc(C2CC(c3cccs3)=NN2S(C)(=O)=O)cc1OC (stereo not given)	100	98	-4	0	-10	98	-4	106	-1	97	100
CCCN(CCC)CC(=O)Nc1cccc2c1OCO2	102	101	1	-6	-12	98	-13	102	-6	102	100
CCOc1c2c(nc3ccc(Cl)cc13)CCC2	100	100	-2	-11	-21	98	-12	98	-8	98	104
CCOC(=O)CNC(=O)c1c(C)nn(C)c1Cl	97	98	-1	-3	-2	97	-1	91	-2	95	98
Cc1c(NC(=O)CSc2nnnn2-c2ccc(F)cc2)c(=O)n(-c2ccccc2)n1C	94	98	1	-3	-4	94	-2	101	-2	93	98
O=C(Nc1ccc(Cl)cn1)c1cc(S(=O)(=O)N2CCCCC2)ccc1Cl	99	99	-3	-2	-2	98	2	96	0	96	100
Next entries follow:
SMILES	HRas wt GTP bind	Rab2A wt mod	Bim-Bcl-W	Bim-Bcl-B	Bim-Bfl-1	Rac1 mut GTP	Bcl-2 Bim block	Rab7 wt modul	Bim-Bcl-XL	Cdc42 wt GTP	Rac1 wt modul
CNC(=S)N(CCc1ccc(OC)c(OC)c1)Cc1cc2c(C)cc(C)cc2[nH]c1=O	98	99	1	-3	1	100	-4	99	0	99	101
COc1cnc(SCc2ccc(Cl)cc2Cl)nc1Cl	97	95	-3	-4	-10	96	-14	97	-12	98	97
C=CCNC(=O)c1ccc(-c2cccc([N+](=O)[O-])c2)o1	103	101	0	0	-4	95	0	108	-2	98	101
CCN(CC)c1nc(N)c([N+](=O)[O-])c(NCCO)n1	101	102	-4	-10	-17	102	-5	98	-7	101	103
C=CCN(CC=C)C(=S)NC(=O)c1ccc(OC)c(Br)c1	98	98	-1	-1	1	95	1	100	-1	101	98
O=C(NCc1cccnc1)c1ccc(NC(=O)c2cccc([N+](=O)[O-])c2)cc1	98	97	3	-3	-2	98	4	99	3	101	102
O=C(CNC(=O)C12CC3CC(CC(C3)C1)C2)N/N=C\c1ccccn1	98	99	-1	0	-7	96	0	100	-3	97	98
CN1CCN(S(=O)(=O)c2ccc(-c3ccc(Cl)cc3)cc2)CC1	101	100	-2	-2	-2	100	-2	99	-4	103	101
